# CAL-PDZ inh HTS – CAL PDZ (human) peptide binding inhibition; Q9HD26; purified CAL PDZ, TMR-peptide fluorescence polarization, 1 h; inhibition, % at 24.9 µM; 300,000 tested, 0.92% active;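 active = mean inhibition of at least 30% with at least half of replicates also reaching 30%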;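 note: 0% = DMSO neutral control and 100% = excess unlabeled competitor peptide PRC23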
# OPRM1-OPRD1 ag – agonists of human mu-delta opioid receptor heterodimerization. P35372+P41143. cells, OPRM1-OPRD1 heterodimerization, luminescence. activation, % at 9.3 µM. 340,000 tested, 0.3% active. AID 504326; in the data active = activation above about 18%;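 note: 0% = vehicle-treated cells and 100% = reference agonist; values of inactives mirror those of a sister screen read the other way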
# Target sequence (P35372 whole entry, looked up): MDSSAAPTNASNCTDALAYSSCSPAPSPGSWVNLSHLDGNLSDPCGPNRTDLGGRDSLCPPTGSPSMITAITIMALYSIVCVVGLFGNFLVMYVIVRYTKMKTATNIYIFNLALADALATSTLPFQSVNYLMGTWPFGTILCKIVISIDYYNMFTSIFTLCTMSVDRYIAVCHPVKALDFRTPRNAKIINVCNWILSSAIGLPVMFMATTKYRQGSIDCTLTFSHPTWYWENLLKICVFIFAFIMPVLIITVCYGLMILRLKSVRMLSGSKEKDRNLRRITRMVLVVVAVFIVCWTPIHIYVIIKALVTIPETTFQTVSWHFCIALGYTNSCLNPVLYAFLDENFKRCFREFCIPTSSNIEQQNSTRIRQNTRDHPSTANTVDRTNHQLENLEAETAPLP
# Target sequence (P41143 whole entry, looked up): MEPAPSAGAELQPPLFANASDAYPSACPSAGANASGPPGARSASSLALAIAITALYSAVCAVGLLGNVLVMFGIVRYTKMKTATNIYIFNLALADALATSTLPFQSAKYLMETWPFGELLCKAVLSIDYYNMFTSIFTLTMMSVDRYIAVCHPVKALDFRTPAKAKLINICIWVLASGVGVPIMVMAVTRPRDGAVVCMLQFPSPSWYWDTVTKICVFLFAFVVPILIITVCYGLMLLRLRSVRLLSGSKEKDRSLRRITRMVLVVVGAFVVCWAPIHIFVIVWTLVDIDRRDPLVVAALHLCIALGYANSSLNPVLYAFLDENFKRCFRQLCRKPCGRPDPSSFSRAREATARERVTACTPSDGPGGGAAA
# Keap1 Nrf2 FP – inhibitors of human Keap1-Nrf2 protein-protein interaction; Q14145; Keap1 Kelch-Nrf2 peptide fluorescence polarization, 1536-well; inhibition, % at 9.4 µM; 340,000 tested, 0.15% active; AID 504523; in the data active = inhibition above about 12%;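 note: human Keap1 Kelch domain with fluorescein labeled Nrf2 9mer peptide probe; 0% = neutral control wells and 100% = peptide positive control; higher means more block of Keap1 binding to Nrf2 peptide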
# V-ATPase pHluor – regulators of yeast V-ATPase proton transport | S. cerevisiae, pHLuorin cytosolic pH fluorescence | response, % at 10 µM | 350,000 tested, 0.37% active | AID 504577; in the data active = response mostly above about 7.3%, no sharp cut-off; inactive = mostly below about 5.4%; note: actives read high; inactives centre near 0; some compounds called inactive have numbers as strong as hits; reference of the scale not given here
# HTR5A inv ag – HTR5A inverse agonism, opioid heterodimer counter-screen; P47898; HTR5A cell line, luminescence; inhibition, % at 9.3 µM; 340,000 tested, 0.083% active; AID 504634; in the data active = inhibition mostly above about 23%, no sharp cut-off; inactive = mostly below about 18%;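 note: 0% = cells with DMSO and 100% = no-cell wells with DMSO; some compounds called inactive have numbers as strong as hits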
# LANA DNA inh – KSHV C-LANA DNA binding inhibition; MBP-C-LANA/FAM-LBS DNA binding, fluorescence polarization; inhibition, % at 9 µM; 340,000 tested, 0.078% active;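 active = highest replicate inhibition at or above 60% at 9 µM, even if other replicates fall short; inactive = all replicates below 60% inhibition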;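 note: 0% = neutral control wells and 100% = 4 µM acridine orange control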
# HTR5A ag ctr – counter-screen for OPRM1-OPRD1 agonists: human HTR5A agonism; HTR5A agonist assay, luminescence, cell-based; activation, % at 9.3 µM; 340,000 tested, 0.61% active; AID 504692; in the data active = activation mostly above about 9.5%, no sharp cut-off; inactive = mostly below about 7.6%;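 note: 0% = cells with vehicle only and 100% = reference agonist; strong numbers were not always called active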
# cardiac RTF act – cardiac RTF calcium sensitization. activation, % at 7.2 µM. IANBD-labeled TnC RTF fluorescence at EC20 calcium; 0% EC20 calcium, 100% full calcium. AID 493008. 340,000 tested, 0.24% active;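 active = activation above the mean over all tested compounds plus 3 SD, cut at about 30% in these data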;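 note: rise in fluorescence read as greater calcium sensitivity of cardiac thin filaments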
# RTF Ca sens inh – cardiac RTF calcium desensitization; P19429+P45379; IANBD-labeled cardiac RTF, Ca2+ fluorescence; inhibition, % at 7.15 µM; 340,000 tested, 0.12% active; AID 493244;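 active = inhibition above the mean inhibition of all tested compounds plus 3 SD, cut at about 17% in these data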;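 note: assay run at fixed EC70 calcium of 1.6 mM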
# MOR-DOR inv ag – mu-delta opioid heterodimer inverse agonism | inhibition, % at 9.3 µM | 340,000 tested, 0.21% active | cell-based MOR-DOR heterodimer luminescence | AID 504357; in the data active = inhibition above about 22%, passing the limit was not always enough;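 note: 0% = cells with DMSO and 100% = wells without cells with DMSO; values of inactives mirror those of a sister screen read the other way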
# * = called active by the depositor; / = no result given.
# Every second line gives: CAL-PDZ inh HTS	OPRM1-OPRD1 ag	Keap1 Nrf2 FP	V-ATPase pHluor	HTR5A inv ag	LANA DNA inh	HTR5A ag ctr	cardiac RTF act	RTF Ca sens inh	MOR-DOR inv ag
- CC(C)(C)NC(=O)CSc1nnc(-c2ccccn2)n1Cc1ccccc1
  1	-3.6	-3	0	-4	-0.4	7	-3	-5	19
- COC(=O)c1cc(S(=O)(=O)N2CCN(c3cccc(C)c3)C(C)C2)c[nH]1 (configuration not stated)
  -4	4.2	-3	1	-22	0.2	-1	-2	-4	-23
- CCOc1ccc(CNCCN2CCCC2)cc1
  2	-2.5	-6	1	3	0.5	2	-2	-1	14
- O=C(N/N=C/c1sc(N2CCOCC2)nc1-c1ccccc1)c1cccc(S(=O)(=O)N2CCCC2)c1
  -3	-4.0	-23	3	9	-3.3	-3	19	-12	19
- O=C1CCCC2=C1C(c1ccco1)Nc1ccc3ccccc3c12 (configuration not stated)
  -3	-1.8	-2	5	0	10	7	-3	9	11
- O=C(/C(=C/O)N=Nc1ccccc1Cl)c1ccccc1
  -2	0.9	-2	-2	4	2.7	-2	2	10	-5
- O=C(NCCn1c(-c2ccncc2)nc2ccccc21)[C@H]1CCCN1c1nc(CN2CCCCC2)cs1
  -1	/	-3	3	/	-1.3	/	10	6	/
- CC(NC(=S)Nc1ccc(Cl)cc1Cl)C(c1cccs1)N1CCCC1 (configuration not stated)
  -6	11	4	-4	-17	2.6	7	-3	-9	-54
- Cc1ccc(SCC(=O)Nc2nccs2)cc1
  -5	-3.2	-2	0	12	1.2	-5	-1	3	15
- COc1ccccc1OCCSc1nc2ccccc2n1CCO
  -2	0.2	-1	-2	-14	0.1	5	-2	4	-1
- CN(Cc1nc(-c2cccnc2)no1)S(=O)(=O)c1ccc2ccccc2c1
  -5	-1.5	-4	7	-16	-0.3	0	-10	-3	8
- O=C(Nc1ccc2c(c1)OCCO2)N1CCN(Cc2ccccc2)CC1
  -2	0.2	-2	2	24	1.3	-1	7	-2	-1
- COc1ccc(CNC(=O)c2cc(=O)c3cc(C)cc(C)c3o2)cc1
  -4	-2.1	-4	0	-7	-1.8	2	-8	5	10
- CC(C)CNC(=S)N(CCCO)Cc1cc2cc3c(cc2[nH]c1=O)OCO3
  1	-2.4	1	2	0	-2.1	0	-3	-4	11
- COc1ccc(NC(=O)c2ccc(COc3ccccc3Br)o2)cc1OC
  1	2.5	-7	-6	-16	1.4	-2	-3	-2	-15
- CCC(=O)Nc1nonc1-c1nc2ccccc2n1N(C(=O)CC)C(=O)CC
  -2	-2.5	-4	9	-26	-0.3	1	0	-7	15
- CCOC(=O)c1nc(NCc2ccccc2)c2ccccc2n1
  -4	-1.3	4	-2	7	0.1	-3	5	0	7
- CCN(NC(=O)C(O)(c1ccc(F)cc1)c1ccc(F)cc1)C(=O)c1ccccc1
  1	-0.8	0	0	13	1.0	-4	-1	1	4
- O=C1N2CN(C(c3ccccc3)c3ccccc3)CN=C2SC1(CO)CO
  3	-0.5	0	-3	21	-0.2	-8	-2	-6	3
- Cc1ccc(CNC(=O)C2CCC(=O)N2C2CCCCC2)cc1 (configuration not stated)
  -2	-0.7	-1	/	-9	-4.0	4	1	-7	4
- CCn1c(COc2cc(C)ccc2C(C)C)nnc1SCC(=O)Nc1nccs1
  -1	-2.7	-3	-1	-35	2.0	0	-1	-17	13
- COc1cccc(-c2cc(C(=O)Nc3ccccc3SC)no2)c1
  -5	-1.2	2	0	-14	0.6	-5	-4	-5	7
- O=S(=O)(Nc1cccnc1)c1ccc(C2CCCCC2)cc1
  -3	-0.5	-2	0	-5	-0.2	2	-11	0	3
- C/C(=N\O)c1ccc2c3ccccc3n(C)c2c1
  /	-2.2	-2	4	20	1.5	-8	0	-3	11
- COC(=O)/C(=N/Nc1ccccc1Cl)Sc1nnc(C(O)c2ccccc2)n1-c1ccccc1 (configuration not stated)
  -4	-2.9	1	1	26	-0.6	3	1	-1	15
- COc1ccc(C(c2nnnn2CC2CCCO2)N2CCN(c3ccc(F)cc3)CC2)cc1 (configuration not stated)
  1	-0.2	-3	1	11	-2.1	1	-6	-5	1
- Cc1ccc(CSc2nc3ccccc3cc2C=O)cc1
  /	0.1	-1	1	10	-0.3	1	-1	-12	-1
- Cc1cc(NC(=O)CCC2COc3ccccc3O2)no1 (configuration not stated)
  -4	0.0	-6	0	-1	-2.3	-1	-4	-15	0
- CCCCNc1nnc(CCn2nc(C)c(Br)c2C)s1
  0	-1.3	-2	-1	-7	-4.8	-4	2	-5	7
- O=S(=O)(Nc1ccc2c(c1)OCCO2)c1cccs1
  2	1.1	-1	3	0	1.2	0	10	-5	-7

# Every second line gives: CAL-PDZ inh HTS	OPRM1-OPRD1 ag	Keap1 Nrf2 FP	V-ATPase pHluor	HTR5A inv ag	LANA DNA inh	HTR5A ag ctr	cardiac RTF act	RTF Ca sens inh	MOR-DOR inv ag
- O=C(NCc1ccccc1CN1CCCC1)C1CCN(C(=O)c2ccc(F)cc2)CC1
  -7	-3.0	-8	0	-6	0.7	2	0	-3	12
- CCCCC(=O)NC1(C(F)(F)F)C(=O)N(Cc2ccco2)C(C)=C1C(=O)OC (configuration not stated)
  -2	0.0	-1	3	-33	-1.9	-6	5	-19	0
- CCc1ccc(-c2cc(C)no2)cc1S(=O)(=O)NCc1ccc(OC)c(OC)c1
  2	-2.6	-1	2	11	-0.2	-1	-1	-6	13
- COc1ccc(OCCSc2ncccn2)cc1
  /	-1.8	1	6	-11	0.0	-4	4	-3	8
- O=C1N(CN2CCC3(CC2)OCCO3)c2ccccc2C12OCCCO2
  0	0.6	-5	1	-12	1.3	7	0	-8	-3
- CC(C)(C)OC(=O)NCCCC[C@H](NC(=O)c1[nH]cnc1C(=O)N[C@@H](Cc1ccccc1)C(=O)OCc1ccccc1)C(=O)OC(C)(C)C
  0	2.1	-5	3	9	-0.7	-2	-4	-17	-12
- Cc1ccc(CN2C(=O)N/C(=C/c3cc(C)n(-c4ccccn4)c3C)C2=O)cc1
  2	-1.2	1	1	12	0.7	2	-1	0	7
- O=C(COCc1cc(-c2ccc3c(c2)OCO3)on1)N1CCN(c2ccc(F)cc2)CC1
  -3	0.5	1	-1	21	0.4	-6	0	-5	-3
- Cc1cc(N/N=C/c2ccc(O)cc2)c2cccc(C)c2n1
  -4	1.0	-2	-1	5	-13	-1	3	-6	-5
- NNC(=O)c1sc2cc(C(F)(F)F)cnc2c1-c1cccnc1
  2	-1.5	-6	3	-15	-1.7	6	10	3	8
- COc1ccccc1N(C)S(=O)(=O)c1ccc(C(=O)OCC(=O)Nc2ccccc2F)cc1
  -3	-1.6	-3	-3	8	0.7	-1	5	-4	7
- COc1ccccc1C(c1nnnn1C(C)(C)C)N1CCCCCC1 (configuration not stated)
  5	-2.3	-7	0	2	0.8	2	1	1	13
- Cn1ncc(Br)c1C(=O)NC(=S)N1CCN(c2ccccn2)CC1
  0	-2.0	-5	1	7	-2.8	-3	-1	4	10
- Cc1cc2c3c([nH]c2cc1S(=O)(=O)N1CCC2(CC1)OCCO2)CC(C)(C)CC3=O
  -7	-2.2	0	6	12	0.3	-5	0	0	12
- NS(=O)(=O)c1ccc(N/C=C\C(=O)c2ccc(F)cc2)cc1
  -1	-1.9	-2	-1	5	1.0	-2	5	-2	9
- Cc1noc(C)c1CSc1ncnc2sc(C)c(C)c12
  -1	1.4	0	0	11	0.2	-4	0	-25	-7
- O=C(CN1CCN(c2ccccn2)CC1)Nc1ccc(Cl)c(C(F)(F)F)c1
  /	0.7	-3	-3	8	8.2	6	-4	2	-3
- COc1ccc(C)cc1NC(=O)C(OC(=O)CNC(=O)c1ccc(Oc2ccccc2)cc1)c1ccccc1 (configuration not stated)
  -6	1.1	3	-2	-10	3.0	3	0	-10	-7
- N=c1n(CCN2CCCCC2)c2ccccc2n1CC(=O)c1cccc([N+](=O)[O-])c1
  2	/	-1	-3	/	-0.6	/	0	-13	/
- CCN(CC)C(=O)Cc1c(OC)ccc2cc(Br)ccc12
  4	-1.6	-6	0	-13	-0.3	5	3	-13	8
- COc1ccccc1N1C(=NC(=O)C2CCCCC2)SC2CS(=O)(=O)CC21 (configuration not stated)
  -3	-1.5	-1	0	-25	-0.6	0	3	-2	8
- O=C1CC(NNC(=O)c2ccccc2)C(=O)N1 (configuration not stated)
  3	-0.1	-5	2	3	0.1	-1	-1	4	1
- Cc1ccc(C(=O)N/C(=C\c2ccc(C)o2)C(=O)O)cc1
  -8	-1.8	3	-1	-2	3.0	1	0	3	10
- CC(C)C(OC(=O)Cn1nnc2ccccc21)C(=O)NC1CCCC1 (configuration not stated)
  -4	-2.1	4	4	-10	1.2	-3	-1	-6	13
- COc1ccccc1NC(=O)Nc1nc(CC(=O)N2CCN(c3ccccc3)CC2)cs1
  /	0.5	-1	-7	6	-1.6	3	-15	10	-3
- S=C(Nc1ccccc1Cl)N(Cc1ccccc1)Cc1ccccn1
  1	-1.2	0	3	-2	-1.2	-1	6	-8	6
- CN1CCN(/C=C(\C#N)S(=O)(=O)c2ccc(Cl)cc2)CC1
  -1	-1.9	-4	-2	1	-1.9	-1	3	-7	10
- CCCCOCC1CN(c2ccccc2)C(=O)CS1 (configuration not stated)
  12	-1.6	-2	1	-18	0.0	7	-4	-4	10
- COc1cccc(C(=O)Nc2ccc(-c3nc4ccccc4o3)c(O)c2)c1
  -5	0.5	0	-2	2	2.3	4	-6	-2	-3
- COc1ccc(CCNc2cc(C)nc3c(-c4ccccc4OC)cnn23)cc1OC
  -1	2.9	-5	9	-29	0.3	8	-11	-9	-14

# Every second line gives: CAL-PDZ inh HTS	OPRM1-OPRD1 ag	Keap1 Nrf2 FP	V-ATPase pHluor	HTR5A inv ag	LANA DNA inh	HTR5A ag ctr	cardiac RTF act	RTF Ca sens inh	MOR-DOR inv ag
- CN(CCOc1ccccc1)C(=O)c1cc(S(=O)(=O)N2CCCCC2)ccc1Cl
  -7	-1.6	-5	3	12	-0.1	-5	-4	-17	8
- Cc1cccc(C)c1Nc1ncnc(N)c1[N+](=O)[O-]
  -2	-1.8	4	-3	-4	-0.6	2	1	-2	9
- CCOC(=O)c1c(C)c(C(=O)Nc2ccccc2)c(C)n1CC
  -2	1.1	-3	20*	-13	-1.1	4	-2	-11	-6
- Cc1ccc(Cn2ccc(-c3cnc(-c4ccccc4)s3)n2)cc1
  -5	3.9	-1	2	-3	0.4	1	-5	3	-16
- COc1ccc(Cl)cc1N(CC(=O)NC(C)(C)C)S(=O)(=O)c1ccc(C)c([N+](=O)[O-])c1
  3	0.2	-5	3	1	-0.6	0	6	-10	-1
- O=C(O)CCCCCN=Cc1c(O)c2ccccc2oc1=O
  -1	-0.8	-3	-2	-3	0.8	1	6	-8	4
- O=C(CCSc1ccc(Cl)cc1)N1CCN(c2ncccn2)CC1
  -2	-0.1	5	4	16	6.5	0	-5	-3	1
- Cc1ccccc1C(=O)N1CCC(C(=O)Nc2ccc3c(c2)OCCO3)CC1
  0	-1.1	-1	0	19	-1.3	1	2	11	6
- COc1ccc(/C=N/NC(=O)c2ccc(COc3cccc4cccnc34)cc2)cc1O
  -2	0.8	2	0	16	-0.5	1	-5	2	-4
- CC1=CC=CN2C1=NC(=O)CC2(C)C(=O)N(CC(=O)NC1CCCC1)c1ccccc1C (configuration not stated)
  -4	-1.7	0	-3	7	0.7	-2	3	5	9

# Screening data: PubChem BioAssay, several laboratories
